Compound activity from PubChem BioAssay.
BoNT-F LC inh: inhibitors of Botulinum neurotoxin F light chain protease; inhibition, % at 10 µM; Multiplex microsphere protease cleavage assay, flow cytometry; actives 0.22% (n = 360,000); AID 588497; in the data active = inhibition above about 35%, passing the limit was not always enough; inconclusive = no clear call, values can overlap the other calls; also: plate controls were buffer without enzyme for full effect and enzyme alone for no effect
MazEF act: MazEF (E. coli) toxin RNase activation | FAM/BHQ RNA-DNA oligo cleavage fluorescence, 5 h | activation, % at 20 µM | actives 0.32% (n = 350,000) | AID 504720; in the data active = activation above about 50%
Target sequence (P0AE70 whole entry, looked up): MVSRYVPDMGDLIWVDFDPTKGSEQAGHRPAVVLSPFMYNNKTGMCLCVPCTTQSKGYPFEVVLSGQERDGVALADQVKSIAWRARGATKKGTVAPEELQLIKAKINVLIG
FadD28 FP inh: inhibitors of Mycobacterium tuberculosis FadD28 bisubstrate binding | actives 0.22% (n = 360,000) | inhibition, % at 12.5 µM | FadD28 bisubstrate probe binding, fluorescence polarization; in the data active = inhibition above about 8.5%, passing the limit was not always enough; inconclusive = no clear call, values can overlap the other calls
FBA Mtb inh: inhibitors of M. tuberculosis fructose-bisphosphate aldolase. AID 588726. actives 2.3% (n = 360,000). purified M. tuberculosis FBA, fluorescence read-out. inhibition, % at 1 µM; in the data active = inhibition above about 27%;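 also: 0% = vehicle and 100% = reference inhibitor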
Target sequence (P9WQA3 whole entry, looked up): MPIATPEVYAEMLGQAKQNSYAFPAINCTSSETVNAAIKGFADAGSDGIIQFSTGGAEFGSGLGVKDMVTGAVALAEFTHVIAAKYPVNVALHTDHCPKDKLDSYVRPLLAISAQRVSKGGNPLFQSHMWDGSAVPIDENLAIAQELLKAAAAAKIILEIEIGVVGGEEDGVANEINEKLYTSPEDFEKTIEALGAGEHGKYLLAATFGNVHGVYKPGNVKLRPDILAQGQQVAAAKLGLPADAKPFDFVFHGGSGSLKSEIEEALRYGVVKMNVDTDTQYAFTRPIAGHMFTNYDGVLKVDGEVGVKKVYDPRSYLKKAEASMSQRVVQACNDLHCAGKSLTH
Mtb BioA inh: blocks M. tuberculosis BioA enzyme activity | actives 0.096% (n = 360,000) | inhibition, % at 9.99 µM | purified M. tuberculosis BioA enzyme, plate reader | AID 602481; in the data active = inhibition above about 40%; inconclusive = no clear call, values can overlap the other calls
Rv3671c inh: Rv3671c (M. tuberculosis) protease inhibition; P9WHR9; inhibition, % at 5.96 µM; actives 0.048% (n = 320,000); in the data active = inhibition above about 38%;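 also: extracellular domain of Rv3671c used as enzyme; 0% = enzyme with DMSO and 100% = no enzyme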
Target sequence (P9WHR9 whole entry, looked up, the tested form may be a part): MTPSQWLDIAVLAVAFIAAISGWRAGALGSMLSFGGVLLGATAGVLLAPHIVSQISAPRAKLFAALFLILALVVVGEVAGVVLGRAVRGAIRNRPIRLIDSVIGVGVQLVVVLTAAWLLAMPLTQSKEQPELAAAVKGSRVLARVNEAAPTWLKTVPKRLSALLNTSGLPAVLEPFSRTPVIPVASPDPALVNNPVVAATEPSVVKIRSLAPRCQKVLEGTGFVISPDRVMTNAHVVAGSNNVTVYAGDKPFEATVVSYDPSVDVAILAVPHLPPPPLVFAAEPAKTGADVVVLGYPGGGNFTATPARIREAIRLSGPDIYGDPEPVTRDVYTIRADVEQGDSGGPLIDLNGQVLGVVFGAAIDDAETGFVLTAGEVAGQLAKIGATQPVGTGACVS
Mtb UGM inh: Mtb UDP-galactopyranose mutase inhibition; P9WIQ1; purified UGM, fluorescence polarization probe displacement; actives 0.06% (n = 320,000); inhibition, % at 10 µM; AID 504406; in the data active = inhibition above about 10%, passing the limit was not always enough; inconclusive = no clear call, values can overlap the other calls
GDH-TPI inh: GDH-TPI coupled enzyme inhibition counter-screen. GDH-TPI coupled enzyme counterscreen, NADH absorbance. inhibition, % at 4.8 µM. actives 1.2% (n = 360,000). AID 588335; in the data active = inhibition above about 30%;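 also: 0% = DMSO wells and 100% = wells lacking the enzyme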
PrPC surface inh: reduces human prion protein on the cell surface; P04156; actives 0.43% (n = 370,000); cell surface PrPC, TR-FRET read-out; inhibition, % at 13.8 µM; in the data active = inhibition above about 24%; also: 0% = median of the test wells and 100% = reference compound wells
Numbers without * were called inactive; u = inconclusive; x = not tested or not shown; & = joins results of further samples.

SMILES	BoNT-F LC inh	MazEF act	FadD28 FP inh	FBA Mtb inh	Mtb BioA inh	Rv3671c inh	Mtb UGM inh	GDH-TPI inh	PrPC surface inh
COc1ccc(-c2nc3ccc(N4CCCC4)cc3c(=O)[nH]2)cc1OC	-35	9	-2.2	27*	-1.0	5	0.2	24	-4
CN(c1ccccc1)S(=O)(=O)c1ccc(Cl)c(C(=O)NC2=NCCS2)c1	-4	1	-0.5	4	x	-6	-0.6	-1	8
CCOC(=O)Cn1c(=O)cnc2ccccc21	-29	1	-2.9	9	0.5	13	2.7	14	0
C[N+]1(CCn2ccc3ccccc32)CCCCC1	0	8	-1.8	1	x	2	2.6	-4	-8
CCCCN1C(=O)C(=O)N(CC(=O)N2N=C3/C(=C/c4ccco4)CCCC3C2c2ccco2)C1=O (stereo not given)	-2	-6	-0.9	-2	x	0	0.4	5	0
O=C(CCCn1c(=O)c2sccc2n(Cc2ccc(F)cc2)c1=O)NCc1ccco1	-2	-3	-0.3	-3	1.8	0	1.3	-5	x
CCn1c(CNc2ccc(Cl)cc2)nnc1SCCN1CCCCC1	3	-1	-1.2	3	2.7	6	3.1	-10	-14
CC(=O)Nc1ccc(S(=O)(=O)Nc2nc3ccccc3nc2N2CCOCC2)cc1	-1	7	-2.8	15	2.4	3	-4.1	18	-3
CN(C(=O)COC(=O)Cc1c(F)cccc1Cl)c1c(N)n(Cc2ccccc2)c(=O)[nH]c1=O	2	5	-2.2	0	-2.2	-5	-3.2	-2	2
C#CC(C)(C)NC(=O)c1ccc(-c2ccccc2F)cc1	u	0	-2.9	2	x	-3	3.1	-7	0
CCn1c(=O)c(CCC(=O)N2CCN(c3ccccn3)CC2)c(C)c2c(C)nn(-c3cccc(C)c3)c21	5	5	-1.7	2	-0.7	-1	-0.3	2	1
COC(=O)c1ccc(NS(=O)(=O)NC(=O)c2c[nH]c3ccccc23)cc1	0	3	-0.8	-2	x	3	0.2	3	5

Filtered by structure: the entries above containing a furan ring, fused or not
SMILES	BoNT-F LC inh	MazEF act	FadD28 FP inh	FBA Mtb inh	Mtb BioA inh	Rv3671c inh	Mtb UGM inh	GDH-TPI inh	PrPC surface inh
CCCCN1C(=O)C(=O)N(CC(=O)N2N=C3/C(=C/c4ccco4)CCCC3C2c2ccco2)C1=O (stereo not given)	-2	-6	-0.9	-2	x	0	0.4	5	0
O=C(CCCn1c(=O)c2sccc2n(Cc2ccc(F)cc2)c1=O)NCc1ccco1	-2	-3	-0.3	-3	1.8	0	1.3	-5	x

Continued:
SMILES	BoNT-F LC inh	MazEF act	FadD28 FP inh	FBA Mtb inh	Mtb BioA inh	Rv3671c inh	Mtb UGM inh	GDH-TPI inh	PrPC surface inh
CN(CC(=O)Nc1ccc(F)c(F)c1F)C(=O)CCN1C(=O)C2CCCCC2C1=O (stereo not given)	1	1	x	2	0.0	1	-2.1	-5	-1
Cc1ccc(SCc2cc(=O)[nH]c(SCC(=O)Nc3cc(Cl)ccc3Cl)n2)cc1	4	-6	-0.3	2	x	7	0.1	-2	8
CCOc1cccc2cc(C(=O)N3CCc4ccccc43)c(=O)oc12	-16	11	-0.6	6	x	-2	-0.1	15	-12
COc1ccc(CNC(=O)CN(C(=O)c2snc(C(N)=O)c2N)c2ccc(F)cc2)cc1	11	7	-3.4	5	-3.4	-15	-1.4	0	5
Cc1cc(Nc2cc(F)ccc2C)n2nc(C)nc2n1	1	-21	-1.2	6	0.2	-1	-1.4	3	-8
CSc1ccc(/C=N/NC(=O)CNc2ccc3ccccc3c2)cc1	-6	8	-0.7	1	x	15	-1.2	25	6
Cc1ccccc1C(=O)Nc1nnc(CC(=O)N/N=C/c2cn(Cc3ccccc3)c3ccccc23)s1	-11	-9	-1.8	3	x	-1	-1.0	23	8
CC1SC(=NC(=O)c2ccncc2)NC1=O (stereo not given)	-2	1	-2.7	-4	x	8	-0.2	-3	6
COc1ccc2[nH]c(=O)c(CN(CC3CCCO3)C(=O)Nc3ccccc3OC)cc2c1 (stereo not given)	1	2	0.8	9	-0.3	x	x	15	6
Cc1cccc(NC(=S)N(CCN2CCOCC2)Cc2cc3cc4c(cc3[nH]c2=O)OCO4)c1	-3	11	-2.9	24	x	-2	-4.2	5	0
O=C(Nc1ccccc1)C(O)C(O)C(=O)Nc1ccccc1 (stereo not given)	-5	10	-1.3	2	-0.9	-1	-2.0	-1	7
C[C@@H]1CCCCO[C@H](CN(C)C(=O)Nc2ccc(F)cc2)[C@@H](C)CN([C@H](C)CO)C(=O)c2cc(N(C)C)ccc2O1	-2	4	-0.2	0	-0.5&1.7&-1.2	x	x	-2	4
COCCC(=O)N1CCC(Oc2ccc(C(=O)N3C[C@@H](C)O[C@@H](C)C3)cc2)CC1	5	-2	-0.3	0	-0.2	x	x	2	5
CC(C)c1cc(C(=O)N2CCCC(C(=O)c3ccc4ccccc4c3)C2)on1 (stereo not given)	-1	-2	-3.0	1	-3.7	-1	0.5	-1	13
Cc1cc(N2CCOCC2)n2ncc(-c3ccc(Cl)cc3)c2n1	6	11	-1.5	5	-0.9	7	2.5	-6	-1
COc1cc(C)c(NC(=O)Cc2ccsc2)cc1OC	5	-5	-1.5	-4	5.9	-8	-1.0	7	7
CCOC(=O)CNc1ccc(OC(F)(F)F)cc1	u	-1	-2.8	1	-0.7	0	-3.8	0	6
CC(=O)c1c(COC(=O)c2ccc(C)cc2)nc2ccccc2[n+]1[O-]	u	3	-0.6	3	-0.3	2	1.8	2	-6
CCC(C)(C)NC(=O)C(c1ccccc1F)N(Cc1ccco1)C(=O)c1csnn1 (stereo not given)	0	-3	-1.3	-1	-0.5	-7	0.6	6	1
Fc1ccc(C(OCCN2CCCC2)c2ccc(F)cc2)cc1	-3	6	-1.4	-3	-0.6	9	-0.4	7	-3
CCN1CCN(C(=O)c2ccc(Cl)c(S(=O)(=O)N3CCOCC3)c2)CC1	-11	-5	0.1	0	0.1	7	1.4	0	5
CCCN=C1N(CC)C[C@@H]2[C@@H]3C(=O)N(C)C(=O)[C@@H]3[C@](Cc3ccccc3)(C(=O)OC)N12	-2	7	-1.3	0	1.1	x	x	4	5
Cc1ncc(C(=O)Nc2ccccc2)[nH]1	-2	4	0.1	4	1.4	x	x	6	6
CC(=O)Nc1cc(NC(C)=O)cc(C(=O)NC(C)(C)C)c1	-13	1	1.0	0	-2.1	-7	-0.3	9	-6

Seven records drawn at random from the list so far, as already listed:
SMILES	BoNT-F LC inh	MazEF act	FadD28 FP inh	FBA Mtb inh	Mtb BioA inh	Rv3671c inh	Mtb UGM inh	GDH-TPI inh	PrPC surface inh
COc1cc(C)c(NC(=O)Cc2ccsc2)cc1OC	5	-5	-1.5	-4	5.9	-8	-1.0	7	7
CCC(C)(C)NC(=O)C(c1ccccc1F)N(Cc1ccco1)C(=O)c1csnn1 (stereo not given)	0	-3	-1.3	-1	-0.5	-7	0.6	6	1
CCCN=C1N(CC)C[C@@H]2[C@@H]3C(=O)N(C)C(=O)[C@@H]3[C@](Cc3ccccc3)(C(=O)OC)N12	-2	7	-1.3	0	1.1	x	x	4	5
CCN1CCN(C(=O)c2ccc(Cl)c(S(=O)(=O)N3CCOCC3)c2)CC1	-11	-5	0.1	0	0.1	7	1.4	0	5
Fc1ccc(C(OCCN2CCCC2)c2ccc(F)cc2)cc1	-3	6	-1.4	-3	-0.6	9	-0.4	7	-3
CCOC(=O)CNc1ccc(OC(F)(F)F)cc1	u	-1	-2.8	1	-0.7	0	-3.8	0	6
CC(=O)Nc1cc(NC(C)=O)cc(C(=O)NC(C)(C)C)c1	-13	1	1.0	0	-2.1	-7	-0.3	9	-6

Other compounds follow.
SMILES	BoNT-F LC inh	MazEF act	FadD28 FP inh	FBA Mtb inh	Mtb BioA inh	Rv3671c inh	Mtb UGM inh	GDH-TPI inh	PrPC surface inh
Cc1ccc(C(=O)CSC2=C(C#N)C(c3ccco3)C3=C(CCCC3=O)N2)cc1 (stereo not given)	-5	8	0.1	1	1.6	-19	0.3	11	-14
COc1cc(/C=N/NC(=O)c2ccc(O)cc2)ccc1OCC(=O)N1CC(C)OC(C)C1 (stereo not given)	-9	10	-4.1	-4	-1.4	0	-1.8	52*	1
CCOC(=O)CSc1nnc(CCc2nc3ccccc3[nH]2)n1C	1	-1	0.7	1	-3.1	-7	0.4	11	1
CC(=O)c1ccc(-n2c(CCC(=O)O)ccc2-c2ccccc2)cc1	-21	1	-0.9	2	3.6	4	2.8	1	-1
CC(=O)c1cccc(NC(=S)N2CCN(c3ccccn3)CC2)c1	-6	1	-0.3	2	4.2	-3	-4.5	2	4
COc1ccccc1N1CCN(C(=O)Cc2cccs2)CC1	-1	7	-1.0	-1	1.1	1	-2.3	8	-4
COc1ccc(OC)c(CCNC(=O)CCn2ccc3cc(S(=O)(=O)N4CCCC4)ccc32)c1	-5	6	-0.5	1	0.1	-3	0.0	-3	10
CCn1c(SCC(=O)c2ccc(NS(=O)(=O)c3ccccc3)cc2)nnc1-c1cccs1	-14	4	-1.5	8	-7.1	-7	-1.9	34*	-3
Cn1c(Oc2ccccc2NCc2cccc(Br)c2)cc(=O)n(C)c1=O	1	5	-3.7	5	1.5	5	1.6	-4	-5
C=CCN(c1ccccc1)S(=O)(=O)c1cccc(C(=O)NCc2ccncc2)c1	u	-3	-1.7	2	x	-8	-0.5	4	6
Cc1cccc(/C=N\Nc2nnc(-c3ccccc3)c(=O)[nH]2)c1	3	13	-0.7	-1	x	-14	1.4	15	-3
COc1cccc(-c2nc(CS(=O)(=O)CC(=O)NCCc3ccc(OC)cc3OC)c(C)o2)c1	2	2	-1.5	-3	0.8	-4	-2.7	6	-3
CCc1cc2c(cc(C(=O)O)n2C)s1	-7	-4	-4.8	-1	-0.9	3	4.0	-5	0
CCOC(=O)c1cccc(NC(=O)CN(c2ccc(C)cc2)S(=O)(=O)c2c(C)n[nH]c2C)c1	-16	2	-0.8	-2	-2.8	-16	1.1	4	13
O=C(N/N=C/c1c(O)n(CCC2=CCCCC2)c(=O)[nH]c1=O)c1ccccc1	-5	-2	-1.4	9	-1.4	18	2.9	34*	1
Cc1cccc(CCNC(=O)C2CCN(S(=O)(=O)c3c(C)nn(C)c3C)CC2)c1	u	-3	-5.1	0	-1.2	-1	3.0	-3	5
CCOC(=O)c1cnc2cc(-c3ccc(C)cc3)nn2c1C	-4	-20	-3.4	-3	-1.7	x	x	13	-2
CCOc1ccc(-n2c(Cc3cc(=O)[nH]c(=O)[nH]3)nnc2SCC(=O)OC)cc1	-6	-4	-0.4	2	-2.5	-3	-2.5	5	-4
Cn1c(SCC(=O)NCCN2C(=O)CSC2=O)nnc1-c1ccccc1	-10	-20	1.7	-2	x	-3	-3.6	4	-2
O=C(NCCCN1CCOCC1)C(=O)N/N=C/c1c(Cl)cccc1Cl	-12	-5	-2.4	0	x	0	0.9	-2	5
CCC(NC(=O)c1ccccc1NC(=O)c1ccc(OC)cc1)C(=O)N1CCCC1 (stereo not given)	1	3	-3.6	1	x	2	0.5	-4	-4
Cc1cc(NC(=O)C(C)C)ncc1NC(=O)Cc1ccccc1	u	1	-4.7	1	0.5	8	-0.4	-5	0
CC1(Oc2cccc(F)c2)CCN(Cc2ccc3ccccc3c2)C1 (stereo not given)	-12	x	-1.8	1	0.2	x	x	11	1
COc1ccccc1-n1cnnc1SC1CCOC1=O (stereo not given)	-9	-4	-2.6	0	-0.9	2	0.6	-1	4
CC(NC(=O)c1ccccc1F)c1ccccc1 (stereo not given)	-1	1	1.0	2	x	9	1.6	-4	2
